Compound activity (PubChem BioAssay)
MITF TRPM1 HTS – increases MITF-driven TRPM1 promoter luciferase signal | activation, % at 12.5 µM | hit rate 0.75% among 300,000 | AID 588334 | SK-MEL-5 TRPM1-promoter luciferase, 24 h; % of positive control, neutral wells = 0;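 active = mean activation of at least 80% with every replicate also reaching 80%; inconclusive = mean reaches 80% but some replicate falls short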;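 also: 0% = neutral control wells and 100% = parthenolide positive control wells; values of inactives mirror those of a sister screen read the other way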
Wnt act – activators of Wnt/beta-catenin signaling | Wnt/beta-catenin reporter cell assay, activator, plate reader | activation, % at 9.35 µM | hit rate 1.2% among 300,000 | AID 743398; in the data active = activation above about 30%, passing the limit was not always enough; inconclusive = no clear call, values can overlap the other calls;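 also: 0% = neutral control wells and 100% = positive control wells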
Tat transport – inhibitors of E. coli Tat protein transport; E. coli MC4100 TorA-mCherry Tat export, fluorescence; inhibition, % at 10 µM; hit rate 0.036% among 340,000;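 active = mean replicate inhibition at least 50% and at least half of replicates individually reaching 50%; inconclusive = only one of the two criteria met; inactive = neither criterion met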;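 also: exported cargo escapes ClpAP degradation while cytoplasmic cargo is degraded and loses fluorescence; 0% = median of neutral control wells and 100% = median of NaSCN control wells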
dFosB act – enhances mouse delta FosB homodimer DNA binding. purified delta FosB, TAMRA-CDK5 oligo fluorescence polarization; percent of positive-control signal above neutral wells. activation, % at 25 µM. hit rate 0.99% among 340,000. AID 493131;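 active = mean activation above about 17%, with every replicate also reaching it, limit read from the data, passing the limit was not always enough; inconclusive = only one of the two conditions met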;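 also: fluorescence polarization rise as delta FosB binds a TAMRA Cdk5 AP-1 oligo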
Target sequence (P13346 whole entry, looked up): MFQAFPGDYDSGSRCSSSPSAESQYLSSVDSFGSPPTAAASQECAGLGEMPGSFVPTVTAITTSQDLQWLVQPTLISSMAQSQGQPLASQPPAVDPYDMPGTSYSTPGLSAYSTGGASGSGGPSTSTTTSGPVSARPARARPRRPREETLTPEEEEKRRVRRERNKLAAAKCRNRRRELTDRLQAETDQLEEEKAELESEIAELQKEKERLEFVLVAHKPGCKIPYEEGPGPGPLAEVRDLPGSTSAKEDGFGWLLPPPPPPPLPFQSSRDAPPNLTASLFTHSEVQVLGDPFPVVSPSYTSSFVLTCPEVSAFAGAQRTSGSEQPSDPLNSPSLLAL
CDK5 inh – blocks human CDK5/p35 kinase activity; Q00535+Q15078; Recombinant CDK5/p35, ADP-Glo luminescence, 60 min; inhibition, % at 10 µM; hit rate 0.01% among 330,000;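 active = highest replicate inhibition of at least 50% and at least 75% of replicates reaching 50%; inconclusive = only one of the two criteria met; inactive = both criteria failed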;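 also: plate controls were DMSO neutral control for no effect and GW8510 at 10 µM for full effect; many of its hits are not listed in these tables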
RTF Ca sens act – increases calcium sensitivity of human cardiac regulated thin filaments | P19429+P45379 | IANBD-labeled TnC RTF fluorescence at EC20 calcium; 0% EC20 calcium, 100% full calcium | activation, % at 7.2 µM | hit rate 0.24% among 340,000 | AID 493008;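 active = activation above the mean over all tested compounds plus 3 SD, cut at about 30% in these data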;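 also: rise in fluorescence read as greater calcium sensitivity of cardiac thin filaments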
Rtt109 Vps75 – blocks Candida albicans Rtt109/Vps75 acetyltransferase activity; Q5AAJ8; purified Rtt109/Vps75, ThioGlo CoA-SH fluorescence, 4 h; inhibition, % at 34.9 µM; hit rate 0.16% among 330,000; AID 540336;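 active = inhibition of at least 50% in every replicate; inconclusive = best replicate reaches 50% inhibition but some replicates fall short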
Target sequence (Q5AAJ8 whole entry, looked up): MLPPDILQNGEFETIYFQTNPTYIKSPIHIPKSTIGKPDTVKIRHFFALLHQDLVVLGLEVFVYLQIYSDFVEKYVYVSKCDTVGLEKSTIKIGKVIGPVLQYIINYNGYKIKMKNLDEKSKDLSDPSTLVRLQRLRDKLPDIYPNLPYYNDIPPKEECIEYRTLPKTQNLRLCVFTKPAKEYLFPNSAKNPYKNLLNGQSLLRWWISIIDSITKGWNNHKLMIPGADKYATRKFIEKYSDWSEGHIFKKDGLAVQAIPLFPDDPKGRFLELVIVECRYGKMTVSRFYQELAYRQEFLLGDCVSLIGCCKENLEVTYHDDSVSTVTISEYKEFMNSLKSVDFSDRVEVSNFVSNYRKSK
CAL PDZ FP-1 – inhibitors of human CAL PDZ peptide binding. AID 602252. Q9HD26. purified CAL PDZ, TMR-peptide fluorescence polarization, 1 h. inhibition, % at 24.9 µM. hit rate 0.92% among 300,000;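 active = mean inhibition of at least 30% with at least half of replicates also reaching 30%; inconclusive = no clear call, values can overlap the other calls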;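 also: 0% = DMSO neutral control and 100% = excess unlabeled competitor peptide PRC23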
V-ATPase pHluor – alters yeast V-ATPase proton transport; S. cerevisiae, pHLuorin cytosolic pH fluorescence; response, % at 10 µM; hit rate 0.37% among 350,000; AID 504577; in the data active = response mostly above about 7.3%, no sharp cut-off; inactive = mostly below about 5.4%; also: actives read high; inactives centre near 0; some compounds called inactive have numbers as strong as hits; reference of the scale not given here
CAL PDZ FP-2 – human CAL PDZ-peptide interaction inhibition. inhibition, % at 20 µM. Q9HD26. purified CAL PDZ, TMR-peptide fluorescence polarization, 1 h. AID 504414. hit rate 0.02% among 330,000;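 active = highest replicate inhibition of at least 40%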;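 also: plate controls were DMSO neutral control wells for no effect and unlabeled competitor peptide control wells for full effect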
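System: purified tagged CAL PDZ domain construct (CerCALP). Schedule: 1 h incubation at room temperature before polarization reading. Medium: 25 mM sodium phosphate pH 7.4, 150 mM NaCl, TCEP, IgG, Thesit. Read-out: percent inhibition from loss of millipolarization. Measured by: FP readout, S and P plane fluorescence. Probe or stimulus: fluorescent TMR peptide probe.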
Starred values were filed as active, the others as inactive; ? = inconclusive; nt = no result given. Rows were taken by chance (roughly 4.1% active in at least one column).

SMILES	MITF TRPM1 HTS	Wnt act	Tat transport	dFosB act	CDK5 inh	RTF Ca sens act	Rtt109 Vps75	CAL PDZ FP-1	V-ATPase pHluor	CAL PDZ FP-2
CC1CN(C(=O)c2ccc(COCC(F)(F)F)o2)CC(C)O1 (stereo unspecified)	2.4	-8.5	1.5	-3.7	0.5	-1.2	-3.2	-3.6	1.6	-1.9
CCCCn1c(N)c(N(CCOC)C(=O)c2ccc(COc3ccccc3)o2)c(=O)[nH]c1=O	2.7	5.0	-2.8	-9.5	0.0	0.4	3.3	-3.2	-3.0	-0.6
O=C(O/N=C1/CCCc2occc21)c1ccc(Cl)cc1Cl	69.3	0.7	4.4	-0.5	0.8	-2.0	1.1	nt	-4.8	-1.3
O=C(N/N=C/c1cc(Br)ccc1O)C(=O)Nc1ccccc1OC(F)(F)C(F)F	-65.0	nt	-1.9	-2.6	-1.1	6.2	6.5	nt	-0.8	-0.2
COc1ccccc1CNC(=O)COC(=O)[C@H](Cc1c[nH]c2ccccc12)NC(=O)c1cccs1	-2.1	-4.0	2.9	5.3	0.7	3.2	10.4	-0.9	-2.4	-1.0
CCN(C(=O)COC(=O)c1[nH]c(=O)[nH]c(=O)c1N)c1ccccc1	10.5	7.2	1.1	3.4	-0.4	-0.9	-13.3	4.0	2.6	-0.5
COc1ccc(/C=C2/Sc3ccc(C(=O)NCCCN4CCOCC4)cc3NC2=O)cc1OC	-3.1	1.5	16.2	-3.5	nt	-1.8	10.6	-0.5	4.9	0.5
CC(C)(C)OC(=O)C[C@H]1C/C=C\C[C@H](CC(=O)NCCO)C(=O)NCCOC1=O	11.7	0.1	-7.6	1.8	-0.4	0.3	8.9	-1.4	0.2	-0.8
CCOC(=O)C1=C(C)N=C2SC(C)C(=O)N2C1c1cccc(F)c1 (stereo unspecified)	10.7	0.2	3.7	-13.8	0.2	-0.9	-8.4	-3.8	-1.4	-2.5
COc1ccc(OC)c(-n2c(CN3CCC(C(N)=O)CC3)nc3ccccc3c2=O)c1	4.9	0.2	4.7	-0.3	-1.2	0.5	4.8	-2.0	5.4	nt
COc1ccc(C)cc1Nc1n[n+](-c2ccccc2)c(-c2ccc(SC)cc2)s1	10.0	24.0	1.2	-9.8	-2.0	1.6	5.7	-3.3	-2.1	-2.7
O=C(c1noc2c1CCCC2)N1CCN(Cc2ccccc2)CC1	-8.9	3.6	3.8	5.0	0.1	-3.3	-2.6	-0.8	-4.5	nt
COc1cccc(N(CC(=O)NC2CCCC2)C(=O)Cn2nnc(-c3ccc(C)o3)n2)c1	3.3	-3.1	-6.7	-14.2	2.1	-3.0	9.2	-4.3	7.1	-1.7
Cc1cccc(C)c1NC(=O)COn1nnc2ccc(C(F)(F)F)cc21	1.5	-2.9	0.0	3.6	-5.6	-3.3	1.8	-3.3	-0.5	-1.1
CCNc1c(NS(=O)(=O)c2ccc(C3CCCCC3)cc2)c(=O)oc2ccccc12	-1.4	-2.2	-1.1	?	1.3	-1.4	6.5	-4.1	-4.7	-2.6
CC(=O)N(C)c1ccc(OCC(O)CN(Cc2ccco2)S(=O)(=O)c2ccc(C)cc2)cc1 (stereo unspecified)	-1.6	nt	1.5	-8.2	0.4	-4.2	10.4	-4.3	-4.3	nt
COC(=O)c1ccc(CN2CCC(n3nccc3NC(=O)C3CCCC3)CC2)cc1	-3.8	-1.2	-4.2	3.8	-6.2	7.0	-4.9	-2.0	-0.1	1.2
COc1ccc(CCN2CC(C(=O)NCc3nc(C)c(C)s3)CCC2=O)cc1 (stereo unspecified)	-2.6	-2.1	4.2	-2.6	1.6	-1.3	1.9	-4.0	-2.5	0.9
O=C(NCc1ccccn1)NC1CCCCC1	12.5	3.7	-8.1	5.1	1.1	-1.2	-5.7	-2.9	-0.8	-0.1
Cc1ccc(NC(=O)C2CCCN(C(=O)c3ccc(Cl)cc3)C2)cc1C (stereo unspecified)	63.7	7.8	3.8	-7.7	1.0	6.8	12.6	3.5	3.8	-13.6
CCOC(=O)C1(Cc2ccccc2)CCN(Cc2cccn2-c2nccs2)CC1	-11.0	nt	0.9	-9.1	-0.5	-6.6	0.8	4.4	0.1	-0.4
Cc1ccc(CSCCNC(=O)c2ccccc2)cc1	14.6	0.7	-1.5	4.0	1.1	4.4	20.5	2.3	-1.0	-2.7
CCN1CCCC1CNC(=O)C(NC(=O)C1CCC(C)CC1)C(C)C (stereo unspecified)	11.0	nt	-5.6	8.1	0.2	0.6	9.0	-1.2	-2.4	0.0
CCN1CC=C2C(C#N)=C(N)C(C#N)(C#N)C(CCc3ccccc3)C2C1 (stereo unspecified)	nt	0.8	-16.5	-10.7	-1.5	34.7*	-14.5	-1.7	-5.0	-0.5
COc1ccc(N2C(=O)C3CCCN3C2c2cccc(C)c2)cc1 (stereo unspecified)	-2.1	-2.9	2.8	-8.6	-0.5	5.9	-2.8	nt	-1.7	0.2
CC(OC(=O)c1ccc(S(=O)(=O)N(C)C)cc1)C(=O)Nc1ccc(Cl)cn1 (stereo unspecified)	-9.7	0.3	5.5	4.2	-0.4	0.9	-0.8	-1.2	-3.2	-0.5
O=C(NC1CCN(Cc2ccccc2)CC1)c1c(Cl)cccc1Cl	-1.5	1.2	1.9	4.7	1.6	1.5	-1.3	0.9	-7.1	-0.9
CCC1=Nc2cc(C(=O)NCCN3CCOCC3)ccc2Sc2ccccc21	-2.3	-2.5	3.5	-6.8	1.9	-1.4	15.2	-1.9	-8.9	-2.0
COc1ccc(C)cc1NC(=O)C(OC(=O)C1=NNC(=O)CC1)c1ccccc1 (stereo unspecified)	-0.3	-1.4	3.8	-10.8	-0.4	-1.2	4.6	nt	-3.1	-1.7
Cc1ccccc1-c1nnn(CC(=O)NCc2ccc3c(c2)OCO3)n1	-5.8	0.5	-3.3	12.3	0.0	3.7	4.2	nt	3.6	-0.6
CCOc1ccc(/C(O)=C2/C(=O)C(=O)N(c3ccccn3)C2c2ccc(C)cc2)c(C)c1 (stereo unspecified)	6.2	-0.5	2.1	-3.2	0.2	-4.6	-0.6	-6.1	1.9	-0.4
Cc1ccc(CC(=O)Nc2nccs2)cc1	2.6	0.2	0.4	2.8	1.4	-5.1	2.1	nt	0.9	0.4
O=C(CCN1C(=O)c2ccccc2C1=O)Nc1ccc(-c2nc3ccccc3s2)cc1	68.3	6.2	-2.7	-3.2	0.7	-1.5	1.7	-3.3	-1.6	-0.1
Cc1ccc(C(=O)NC(C)c2ccc(S(N)(=O)=O)cc2)s1 (stereo unspecified)	-4.3	-1.1	-11.4	-0.8	1.9	-5.2	2.6	-7.2	-1.3	-1.6
CCOC(=O)CNC(=O)c1cn(CC(C)C)c(=O)c2cc(OC)c(OC)cc12	nt	nt	1.9	-3.5	1.4	6.6	-4.9	3.4	-4.1	nt
O=C(c1nnc(Cc2ccc(Cl)cc2)o1)N1CCc2ccccc2C1	-8.6	2.6	1.9	-11.5	-1.8	0.5	-1.3	-3.8	-5.3	0.8
C/C=C\C=C\C(=O)N1CC2(CC(c3cccc(NC(=O)/C(C)=C\C)c3)=NO2)C[C@H]1C(N)=O (stereo partly specified)	4.2	1.8	-0.7	0.6	0.9	-1.0	-3.6	-1.7	0.9	-0.1
CCCCc1cc(=O)oc2cc(C)cc(OCC(=O)Nc3ccccn3)c12	18.2	1.5	1.2	-1.8	2.9	-1.2	16.2	-2.3	-0.4	-1.3
O=C(Cc1cccs1)Nc1nc2c(s1)CCCC2	55.6	13.4	-11.4	-4.3	3.1	0.6	-2.9	nt	2.9	-0.6
CCN(CC)C(=O)c1c(-c2ccccc2)oc2ccc(O)cc12	nt	-0.5	-3.1	-0.1	0.3	-4.0	2.3	-1.1	0.4	-0.6
COc1ccc(C(=O)N/N=C/c2ccc(OC)c(OS(=O)(=O)c3ccccc3)c2)cc1	-2.0	6.5	-5.3	-7.1	-0.6	-8.2	nt	-5.7	3.8	-8.9
CCOC(=O)c1c(NC(=O)CSc2nnc(C)s2)sc2c1CCC(C)C2 (stereo unspecified)	12.7	nt	4.6	-21.6	-2.3	-2.3	15.1	-0.1	-2.6	-1.2
CCCN(CC(=O)Nc1ccc(F)c(F)c1F)C(=O)Cc1ccc(OC)c(S(=O)(=O)N2CCOCC2)c1	nt	4.1	-2.2	-5.8	-3.2	2.9	-6.0	0.7	-0.1	0.3
CCOC(=O)C(Cc1nc(OCc2ccccc2)cc(OCc2ccccc2)n1)=NO	8.2	-2.8	25.6	-14.6	-3.2	-0.6	-1.1	-1.5	0.4	0.2
O=C(CCCOc1ccc(Cl)cc1)N1CCOCC1	nt	10.4	-2.2	5.8	-0.1	0.2	-2.0	0.2	0.4	-1.7
CCCC1=NN(C(=O)Cc2ccc(OC)c(OC)c2)C(O)(C(F)(F)F)C1 (stereo unspecified)	-19.2	0.7	-2.4	-6.8	0.3	2.5	4.5	-0.9	2.2	-0.4
Cc1ccc(C(=O)CSc2cc(C)[nH]c(=O)n2)cc1	25.7	28.8	-0.9	-3.5	1.4	-2.7	5.1	-2.4	0.3	-3.0
Cc1ccc(CNCC(=O)Nc2ccc(N3CCOCC3)cc2)cc1	-15.9	2.9	-4.5	-2.4	-1.1	-1.3	4.3	-0.4	-0.5	-3.1
CC1(C)C(=O)Nc2ccccc2N1C(=O)COC(=O)c1cccs1	7.2	-3.7	-0.5	-3.7	0.8	-7.5	5.4	8.6	-4.1	-0.5
CC(=O)Nc1c(-c2ccc(F)cc2)nc2ccccn12	2.1	-1.3	14.6	-4.4	0.6	2.4	7.6	nt	1.4	-1.1
O=c1[nH]c2ccc(S(=O)(=O)Nc3ccc(Cl)cc3)cc2o1	2.8	1.0	1.7	-5.3	0.5	1.2	-0.2	nt	3.5	-2.8
Cc1ccsc1CN(C)CC(=O)NCC(=O)Nc1ccc(F)cc1	3.7	-1.7	0.0	-2.2	-1.5	2.7	6.9	nt	-3.1	-0.5
CCOC(=O)C1=C(N)n2c(s/c(=C\c3ccncc3)c2=O)=C(C(=O)OCC)C1c1ccncc1 (stereo unspecified)	-52.0	-5.2	-3.0	-10.4	1.1	nt	0.6	6.4	-1.4	-1.3
O=C(NNC(=O)c1c(F)cccc1F)c1ccccc1OC(F)(F)F	-4.7	-4.0	-0.5	-1.0	-0.1	0.2	-1.2	-3.8	-4.5	-1.2
Cc1cc(C)c(S(=O)(=O)Nc2nnc(CC(C)C)s2)c(C)c1	7.9	-1.4	-1.1	-0.2	-2.7	1.0	-7.8	-1.8	1.5	0.2
